FUS yeast rescue: qHTS for Suppressors of FUS Proteinopathy: Primary screen using FUS-linked yeast assay; S. cerevisiae FUS-expressing, growth rescue, OD600, 24 h; Potency, µM (titrated, usually from 76.6 µM), without a hit: at the highest dose growth rescue (activation), usual class: activators; 390,000 compounds, 0.24% hits; AID 1347120, 2019;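 also: potency is read from the fitted curve at half-maximal effect; plate controls were DMSO vehicle for no effect and reference control for full effect; nearly all actives have a fitted effect of over 55% in size; some results filed as inactive show a strong effect at the top dose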
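Read-out: OD at 600 nm after 24hr at 30C, reporting rescue of FUS-induced yeast toxicity. Cells at OD 0.005 in galactose (2%) minimal medium; compounds tested in a dilution series; CP55940 titration from 92uM final as control.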
aSyn yeast inh: qHTS of alpha-syn Inhibitors | Yeast expressing alpha-synuclein, growth rescue, BacTiter-Glo, 24 h | 370,000 compounds, 0.14% hits | Potency, µM (top dose mostly 46.1 µM), for inactives: at the highest dose growth rescue (activation), hits mostly activators; also: potency is read from the fitted curve at half-maximal effect; % of control where 0% means no effect; nearly all actives have a fitted effect of over 65% in size
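Readout is rescue of growth in alpha-synuclein-expressing yeast, so inhibitors of toxicity appear as activators. Growth after 24 hr at 30 deg C in galactose medium is quantified by luminescence.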
TDP43 rescue: qHTS of TDP-43 Inhibitors | TDP-43 expressing yeast growth rescue, BacTiter-Glo, 24 h | Potency, µM (top dose mostly 46.1 µM), inactives show top-dose growth rescue (activation), most hits filed as activators | 410,000 compounds, 1.8% hits | AID 652104, 2013; also: potency is read from the fitted curve at half-maximal effect; % of control where 0% means no effect; nearly all actives have a fitted effect of over 50% in size
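Luminescence from BacTiter-Glo reports growth of TDP-43-expressing yeast after 24 hr at 30 deg C with compound. Cells were raffinose-pregrown to mid-log, then seeded in galactose medium at OD600=0.02.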
D3 antag: qHTS of D3 Dopamine Receptor Antagonist: qHTS; max response, negative = inhibition, %; 360,000 compounds, 2.5% hits; AID 652054, 2013; D3R cells, DiscoveRx beta-arrestin luminescence, antagonist mode; hits give low values; D(3) dopamine receptor (Homo sapiens), P35462; in the data active = max response below about -50%; inconclusive = no clear call, values can overlap the other calls; also: % is scaled to controls: 0 for no effect and ±100 for the full control effect; mostly tested at two doses, the higher about 12 µM
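Cells expressing the human receptor were seeded at 1500 cells/well, incubated overnight at 37 degrees C in 5% CO2, then exposed to library compounds with dopamine controls for 90 minutes at 37 degrees C before luminescent detection.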
EPAC2 agonist: qHTS for Agonist of cAMP-regulated guanine nucleotide exchange factor 4 (EPAC2): primary screen; 360,000 compounds, 0.079% hits; EPAC2 activation, biochemical qHTS; response scale: 100% = 6.5 mM cAMP response; Potency, µM (series often up to 154 µM), inactives show top-dose activation, most hits filed as activators; Rap guanine nucleotide exchange factor 4 (Homo sapiens), Q8WZA2; also: potency is read from the fitted curve at half-maximal effect; nearly all actives have a fitted effect of over 50% in size
Target sequence (Q8WZA2 whole entry, looked up): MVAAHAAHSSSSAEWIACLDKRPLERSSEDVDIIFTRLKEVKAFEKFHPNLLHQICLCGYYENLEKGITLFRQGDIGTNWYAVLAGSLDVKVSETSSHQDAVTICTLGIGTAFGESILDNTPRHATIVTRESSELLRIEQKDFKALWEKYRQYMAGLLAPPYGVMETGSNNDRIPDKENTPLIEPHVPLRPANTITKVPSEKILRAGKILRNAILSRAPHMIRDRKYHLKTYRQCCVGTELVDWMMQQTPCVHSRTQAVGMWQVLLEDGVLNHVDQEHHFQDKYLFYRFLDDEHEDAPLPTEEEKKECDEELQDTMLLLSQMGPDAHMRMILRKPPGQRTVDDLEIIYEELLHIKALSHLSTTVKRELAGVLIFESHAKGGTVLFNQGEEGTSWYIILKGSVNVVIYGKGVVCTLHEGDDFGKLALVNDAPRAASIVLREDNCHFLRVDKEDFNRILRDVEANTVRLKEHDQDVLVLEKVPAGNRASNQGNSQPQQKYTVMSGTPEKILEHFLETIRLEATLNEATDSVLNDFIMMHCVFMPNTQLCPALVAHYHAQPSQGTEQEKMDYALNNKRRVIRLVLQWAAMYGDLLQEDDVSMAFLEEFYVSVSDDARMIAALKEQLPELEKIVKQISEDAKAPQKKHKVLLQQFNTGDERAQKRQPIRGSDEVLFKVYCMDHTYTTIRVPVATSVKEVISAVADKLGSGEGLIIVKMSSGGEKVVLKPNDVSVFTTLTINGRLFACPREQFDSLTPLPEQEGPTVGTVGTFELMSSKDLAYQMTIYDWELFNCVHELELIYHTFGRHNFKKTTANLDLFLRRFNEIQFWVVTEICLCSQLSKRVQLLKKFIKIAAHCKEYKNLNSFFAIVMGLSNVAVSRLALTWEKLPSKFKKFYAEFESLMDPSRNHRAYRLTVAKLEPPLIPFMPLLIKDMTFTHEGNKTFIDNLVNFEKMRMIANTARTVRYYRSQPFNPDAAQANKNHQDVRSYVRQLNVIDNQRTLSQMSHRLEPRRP
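Exchange assay: 100 nM EPAC2 with 250 nM Rap1B-BODIPY-GDP and 50 uM GDP. Fluorescence (ex 480/em 540 nm) read every 5 min for 30 min at room temperature. Data normalized to 6.5 mM cAMP as agonist control.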
Abeta rescue: qHTS for compounds that reverse cellular toxicity of Amyloid beta (A-beta) peptide in yeast: Primary Screen. yeast expressing A-beta42, growth rescue, OD600, 48 h; response scale: 0% DMSO, 100% iron-clioquinol control. Potency, µM (doses to about 46.1 µM), for inactives: top-dose growth rescue, usual class: activators. 410,000 compounds, 0.063% hits. AID 1347071, 2019; also: potency is read from the fitted curve at half-maximal effect; nearly all actives have a fitted effect of over 55% in size
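Yeast A-beta toxicity model in growth medium with pinned compounds, 48 h at 30 C; growth read as absorbance at 600 nm. Normalized to FeCl3/clioquinol equimolar mix (positive) and DMSO (negative).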
D3 ag: qHTS of D3 Dopamine Receptor Agonist: qHTS. D(3) dopamine receptor (Homo sapiens), P35462. D3R DiscoveRx beta-arrestin cells, luminescence, 90 min. max activation, %. 410,000 compounds, 0.58% hits. AID 652048, 2013; in the data active = max activation above about 30%; also: 0% is about no effect; mostly tested at two doses, the higher about 12 µM
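Agonist-mode cell screen: cells plated at 1500/well and incubated overnight at 37 °C, then exposed to library compounds for 90 min at 37 °C. Detection reagent was added for 30–60 min at room temperature, and luminescence was read.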
EPAC2 antagonist: qHTS for Antagonist of cAMP-regulated guanine nucleotide exchange factor 2 (EPAC2): primary screen; EPAC2 GEF exchange of Rap1B-BODIPY-GDP, fluorescence; Potency, µM (titrated, usually from 114 µM), inactives show at the top dose activity, negative = inhibition, most hits filed as inhibitors; 360,000 compounds, 0.18% hits; AID 720708, 2013; also: potency is read from the fitted curve at half-maximal effect; % is scaled to controls: 0 for no effect and ±100 for the full control effect; nearly all actives have a fitted effect of over 45% in size; many of its hits are not listed in these tables
* marks the source's active call; other numbers are inactive results; ? = inconclusive; / = not tested or not shown; & = joins results of further samples; [ ] = remark or other dose. Unless noted, calls follow the shape of the dose curve; as a rule, active = well fitted curve in the direction sought with a large enough effect; inconclusive = small, poorly fitted or top-dose-only effect, or another doubt; inactive = no such curve, though single readings can be large; an effect the other way counts as inactive or inconclusive. This is a subset. The share of hits here may be higher or lower than overall.

SMILES	FUS yeast rescue	aSyn yeast inh	TDP43 rescue	D3 antag	EPAC2 agonist	Abeta rescue	D3 ag	EPAC2 antagonist
CC1=C(C(=O)OC(C)C)C(c2cccnc2)C2=C(CC(C)(C)CC2=O)N1 (stereo unspecified)	21.4%	-2.0%	-12.6%	7.3	1.3%	10.9%	12.0	3.7%
S=C(NCCc1ccccc1)N1CCN(Cc2ccc(Cl)c(Cl)c2)CC1	1.2%	-3.5%	-32.7%[inhibitor]	?	-6.7%	-7.3%	-3.2	0.0%
Cc1ccc(-c2nnc(Nc3ccc(OCC(N)=O)cc3)c3ccccc23)cc1S(=O)(=O)NCC1CCCO1 (stereo unspecified)	-3.1%	/	3.6%[9.22 µM]	/	/	-2.5%	4.9	/
O=C(Cc1cccc2ccccc12)N/N=C/c1ccc(OC(=O)/C=C/c2ccco2)cc1	23.3%	1.1%	11.4%	20.3	2.6%	-3.9%	11.8	3.0%
COc1cccc(-c2nc(CS(=O)(=O)CC(=O)NCCc3cc(OC)ccc3OC)c(C)o2)c1	33.9%	18.7%	-17.1%	0.0	9.6%	1.3%	-15.9	2.0%
CN/N=C(\Cc1nc2ccccc2[nH]1)c1ccc([N+](=O)[O-])cc1	?	14.4%	-6.1%	-9.0	-1.1%	-3.9%	-1.5	1.9%
COc1ccccc1N(Cc1ccccc1)S(=O)(=O)c1cccc(C(=O)Nc2cc(C)ccn2)c1	15.2%	-23.7%	-4.7%	-8.6	8.2%	-6.7%	10.2	3.5%
C/C=C/C(=O)OCC(=O)Nc1ccc(OC)c(OC)c1	-6.5%	10.2%	19.3%	13.4	-4.6%	-5.1%	2.0	3.0%
CC(=O)n1cc([C@@H]2C=C(C(=O)N3CCN(Cc4ccccc4)CC3)O[C@H](OCc3ccc(CO)cc3)C2)c2ccccc21	19.9%	0.4%	8.8%	-60.6*	9.0%	-10.6%	-62.0	5.1%
CC1CCN(S(=O)(=O)c2ccc(C(=O)N3CCOCC3)cc2)CC1	13.1%	-1.1%	13.7%	-9.1	6.0%	-7.2%	3.5	4.9%
COc1ccc(NC(=O)CSCc2cnn(-c3ccccc3)c2-n2cccc2)cc1	?	/	15.8µM*	/	/	-3.5%	-4.8	/
CCC(=O)Nc1cccc(C2=NOC3(C2)C[C@@H](C(N)=O)N(C(=O)CC)C3)c1 (stereo partly specified)	-12.7%	0.3%	-1.4%	21.1	10.3%	13.5%	-14.5	-0.8%
OC(c1ccccc1)c1ccccc1CN1CCCNC1=S (stereo unspecified)	-18.8%	-1.8%	6.1%	15.8	3.9%	-11.7%	6.5	13.8%
CCN1CCN(Cc2ccc(NC(=O)c3ccc(C)c(NC(=O)c4ccno4)c3)cc2C(F)(F)F)CC1	-10.6%&-5.7%	-0.1%&-0.1%	0.9%&-9.0%	?	3.4%&8.1%	-12.1%&-21.7%	-12.2&-21.6	6.8%&2.6%
Cc1ccsc1C(=O)OCC(=O)Nc1cccc(S(=O)(=O)NC2=NCCCCC2)c1	27.5%	11.9%	6.5%	18.7	4.7%	-4.6%	3.4	-9.6%
O=C1c2ccccc2/C(=C\c2ccc(Br)s2)N1c1ccccc1	18.9%	0.3%	?	23.4	8.9%	-0.7%	-2.7	-17.9%
CC(C)(C)c1cc2cccnc2n1Cc1cccc(F)c1	-21.6%	3.2%	19.9%	-16.2	11.4%	5.0%	1.6	4.7%
COc1cc(OC)c(N(C)S(=O)(=O)c2cccc(C(=O)NC3=NCCS3)c2)cc1Cl	43.6%	2.2%	5.9%	9.3	0.6%	0.3%	3.0	-12.6%
S=C(NC1CCCC1)N1CCN(c2ccc(Cl)cc2)CC1	8.9%	4.7%	?	-6.8	10.5%	?	-0.2	-12.9%
COc1ccc(/C=C(\NC(=O)c2ccccc2)C(=O)NCCC(=O)O)cc1	19.8%	-4.4%	10.1%[9.22 µM]	0.8	15.0%	-1.1%	-7.5	11.0%
O=C(N[C@@H](Cc1ccccc1)C(=O)O)c1ccc(C(F)(F)F)cc1	12.4%	11.1%	0.9%	-4.9	3.8%	0.4%	14.5	-3.7%
Cc1cccc(C2=NN(c3ccccc3)[C@H](CO)[C@H]2c2ccccc2)c1	19.8%	-42.0%[inhibitor]	6.1%	13.7	6.3%	?	41.7*	-13.2%
CCn1cc2nc(SCC(=O)Nc3ccc(C)cc3)n(Cc3ccc(C)cc3)c(=O)c2n1	34.1%	/	8.2%	/	/	-4.7%	-14.4	/
COc1ccc(NC(=O)CSC2=Nc3ccccc3C3=NC(CCC(=O)NCc4ccco4)C(=O)N23)cc1 (stereo unspecified)	-14.3%	/	19.5%	/	/	-5.2%	7.6	/
CN(Cc1cccnc1)C(=O)c1cc(COc2ccc3c(c2)CCCC3)on1	/	9.0%	5.8%	17.0	-0.3%	-6.4%	13.8	-17.2%

Next compounds follow:
SMILES	FUS yeast rescue	aSyn yeast inh	TDP43 rescue	D3 antag	EPAC2 agonist	Abeta rescue	D3 ag	EPAC2 antagonist
COc1cccc(C2C(C(=O)c3cc4ccccc4o3)=C(O)C(=O)N2c2cc(C)on2)c1OC (stereo unspecified)	14.7%	9.3%	5.4%	7.0	28.9%	-33.9%[inhibitor]	-1.7	0.0%[57.1 µM]
CCCc1noc(-c2ccc(-c3ccccc3)cc2)n1	16.3%	-3.9%	?	36.2	-7.8%	1.7%	0.9	-1.0%
CCC(=O)c1cn(CC(=O)NCc2cccnc2)c2ccccc12	-8.3%	-1.5%	-19.8%	5.8	-1.8%	-8.7%	2.2	3.9%
CC(=O)c1cccc(OCC(=O)OCC(=O)Nc2cc(S(=O)(=O)N3CCCCC3)ccc2C)c1	/	0.0%	3.2%	25.0	6.5%	-3.0%	-3.2	-3.4%
O=S(=O)(c1ccc(Cl)cc1)c1nc(-c2ccccc2F)oc1NCCCN1CCOCC1	/	-3.0%	-2.0%	-60.3*	13.8%	0.0%	-31.1	-4.3%
Cc1oc(-c2ccccc2)nc1CS(=O)CC(=O)NC1CCCCCC1 (stereo unspecified)	29.4%	6.6%	-0.7%	1.0	9.8%	-1.7%	-7.4	4.4%
N#Cc1ccccc1Cn1c(=O)n(-c2ccc(F)c(Cl)c2)c(=O)c2sccc21	-26.7%	/	9.3%	/	/	-12.8%	-4.3	/
CC(C)(C)n1nnnc1C(c1ccc2ncccc2c1)N1CCSCC1 (stereo unspecified)	13.7%	6.8%	-20.7%	13.1	2.7%	-15.2%	-4.9	10.9%
CCOC(=O)/C=C1\CN(Cc2cc(OC)c(OC)c(OC)c2)S(=O)(=O)c2ccccc21	5.3%	5.8%	9.1%	26.9	15.2%	6.5%	9.0	-0.4%
CCOc1ccc(/C(O)=C2/C(=O)C(=O)N(CCOCCO)C2c2cccnc2)cc1 (stereo unspecified)	3.8%	1.1%	-1.2%	5.6	1.7%	-4.2%	5.3	0.9%
Cc1coc2c(C)c3oc(=O)c(CCC(=O)N4C[C@H]5C[C@@H](C4)c4cccc(=O)n4C5)c(C)c3cc12	31.0%	2.1%	3.8%	2.6	6.0%	4.3%	34.9*	8.1%
COc1ccc(C(C[N+](=O)[O-])c2c(-c3ccccc3)cc3ccccn23)c(OC)c1 (stereo unspecified)	/	17.1%	?	-17.3	26.1%	-33.3%	-15.2	6.6%
CN(C)c1ccc(CNC(=O)c2cc3ccccn3n2)cc1	2.9%	/	-0.8%	/	/	-16.2%	-8.4	/
O=C(Cn1ncc2c([nH]c3ccccc32)c1=O)N1CCOCC1	-21.5%	1.1%	0.0%	3.8	7.7%	-3.9%	2.0	8.8%
COc1ccc(OC)c(NC(=O)c2cc(-c3cc(C)cc(C)c3O)n[nH]2)c1	30.7%	0.2%	0.0%	6.7	8.2%	-9.1%	-5.2	8.6%
COc1ccc(NC(=O)c2cc(-c3cc(Cl)ccc3C)n[nH]2)cc1OC	44.4%	9.7%	20µM*	-20.5	8.9%	-0.2%	0.9	8.7%
COc1ccccc1OCCn1c(C)c(C=O)c2ccccc21	4.5%	-1.3%	?	-11.9	8.5%	-8.7%	-2.7	-21.6%
CCCNC(=O)COCc1cc(-c2ccc3c(c2)OCO3)on1	30.4%	-7.9%	-19.9%	-19.9	16.5%	-19.8%	-29.5	11.3%
CCOC(=O)C1CCN(C(=O)c2cc(S(=O)(=O)N3CCOCC3)ccc2C)CC1	20.1%	5.8%	9.3%	0.4	5.4%	2.6%	1.1	3.0%
O=C(Nc1ccc(NC(=O)c2cccs2)cc1)c1ccc2c(c1)OCO2	18.5%	2.7%	-16.0%	9.9	-8.3%	2.2%	1.4	4.4%
CCN(C[C@H]1N[C@@](Cc2ccccc2)(C(=O)OC)[C@H]2C(=O)N(C)C(=O)[C@@H]12)C(=O)NC(C)C	-0.4%	-2.2%	14.9%	13.6	1.5%	4.7%	-1.1	16.8%
O=C(NCCN1CCOCC1)c1cccnc1SCc1ccccc1Cl	8.3%	1.0%	-16.7%[0.397 µM]	10.9	4.0%	-2.0%	-15.6	-2.5%
COc1cc(OC)cc(OC(=O)c2ccc3c(=O)n4c(nc3c2)CCC4)c1	27.1%	-5.3%	-15.6%	4.6	7.7%	-12.6%	0.2	-4.6%
Cc1cc(=O)[nH]c(SCC(=O)Nc2c(C)n(C)n(-c3ccccc3)c2=O)n1	/	0.3%	10.1%	18.8	-1.3%	-4.5%	-8.8	0.2%
CSC1=NCCN1C(=O)c1cccc(Br)c1	2.4%	1.3%	16.7%	17.9	-6.5%	0.0%	2.2	-2.1%

Part of the list above, as a markdown table:
| molecule | FUS yeast rescue | aSyn yeast inh | TDP43 rescue | D3 antag | EPAC2 agonist | Abeta rescue | D3 ag | EPAC2 antagonist |
| --- | --- | --- | --- | --- | --- | --- | --- | --- |
| CCCc1noc(-c2ccc(-c3ccccc3)cc2)n1 | 16.3% | -3.9% | ? | 36.2 | -7.8% | 1.7% | 0.9 | -1.0% |
| CCC(=O)c1cn(CC(=O)NCc2cccnc2)c2ccccc12 | -8.3% | -1.5% | -19.8% | 5.8 | -1.8% | -8.7% | 2.2 | 3.9% |
| CC(=O)c1cccc(OCC(=O)OCC(=O)Nc2cc(S(=O)(=O)N3CCCCC3)ccc2C)c1 | / | 0.0% | 3.2% | 25.0 | 6.5% | -3.0% | -3.2 | -3.4% |

From PubChem BioAssay
